# EPAC2 antagonist: qHTS for Antagonist of cAMP-regulated guanine nucleotide exchange factor 2 (EPAC2): primary screen | Potency, µM (titrated, usually from 114 µM), for the others: at the highest dose activity, negative = inhibition, most hits filed as inhibitors | Rap guanine nucleotide exchange factor 4 (Homo sapiens), Q8WZA2 | EPAC2 GEF exchange of Rap1B-BODIPY-GDP, fluorescence | actives 0.18% (n = 360,000) | AID 720708, 2013; also: potency is read from the fitted curve at half-maximal effect; % is scaled to controls: 0 for no effect and ±100 for the full control effect; nearly all actives have a fitted effect of over 45% in size; many of its hits are not listed in these tables
# Target sequence (Q8WZA2 whole entry, looked up): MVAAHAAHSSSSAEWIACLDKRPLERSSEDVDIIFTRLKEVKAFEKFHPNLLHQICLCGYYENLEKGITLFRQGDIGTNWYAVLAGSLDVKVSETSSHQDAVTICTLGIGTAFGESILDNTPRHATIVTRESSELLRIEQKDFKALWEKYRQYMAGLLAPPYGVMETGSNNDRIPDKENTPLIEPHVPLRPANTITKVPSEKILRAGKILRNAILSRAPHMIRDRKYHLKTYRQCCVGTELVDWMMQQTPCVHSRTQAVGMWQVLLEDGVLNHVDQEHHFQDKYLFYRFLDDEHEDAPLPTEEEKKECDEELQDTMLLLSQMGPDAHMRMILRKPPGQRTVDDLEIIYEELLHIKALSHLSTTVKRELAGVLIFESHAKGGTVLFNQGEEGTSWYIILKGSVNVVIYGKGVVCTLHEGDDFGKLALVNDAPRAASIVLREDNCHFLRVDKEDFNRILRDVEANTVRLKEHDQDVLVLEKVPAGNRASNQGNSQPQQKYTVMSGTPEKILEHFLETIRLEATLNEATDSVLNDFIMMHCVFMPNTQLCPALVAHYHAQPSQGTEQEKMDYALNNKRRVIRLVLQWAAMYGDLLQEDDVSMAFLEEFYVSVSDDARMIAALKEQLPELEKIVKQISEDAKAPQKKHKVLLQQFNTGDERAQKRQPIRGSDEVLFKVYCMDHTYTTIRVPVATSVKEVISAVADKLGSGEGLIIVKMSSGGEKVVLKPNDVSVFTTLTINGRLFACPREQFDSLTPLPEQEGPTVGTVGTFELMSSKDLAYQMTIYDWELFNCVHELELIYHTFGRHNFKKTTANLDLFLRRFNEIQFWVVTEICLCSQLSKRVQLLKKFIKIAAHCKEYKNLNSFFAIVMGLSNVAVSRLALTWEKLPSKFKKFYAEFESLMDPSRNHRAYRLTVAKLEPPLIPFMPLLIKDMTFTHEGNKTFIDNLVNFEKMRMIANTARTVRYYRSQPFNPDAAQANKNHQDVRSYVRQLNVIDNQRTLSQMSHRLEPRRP
# EPAC2 ag: qHTS for Agonist of cAMP-regulated guanine nucleotide exchange factor 4 (EPAC2): primary screen; Rap guanine nucleotide exchange factor 4 (Homo sapiens), Q8WZA2; EPAC2 activation, biochemical qHTS; response scale: 100% = 6.5 mM cAMP response; Potency, µM (top dose mostly 154 µM), without a hit: at the top dose activation, hits mostly activators; actives 0.079% (n = 360,000); AID 720711, 2013; also: potency is read from the fitted curve at half-maximal effect; nearly all actives have a fitted effect of over 50% in size
#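 qHTS, titration series. 100 nM EPAC2 / 250 nM Rap1B-BODIPY-GDP / 50 uM GDP; RT; ex 480/em 540 nm, 5-min reads to 30 min. Norm. to 6.5 mM cAMP = activation.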
# pAkt inh: HTS Assay for Inhibitors of Akt Phophorylation: Primary Screen. actives 0.32% (n = 360,000). Neuro2A IGF-stimulated pAkt S473 HTRF, 20 min; active compounds read low. activity change, % for hits at 50 µM; in the data active = activity change below about -80%; inconclusive = mostly about -51% to -80%; also: % is scaled to controls: 0 for no effect and ±100 for the full control effect
#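 Neuro2A cells (4,500/well, DMEM with 0.5% FBS) were treated with compound at a single 50 µM final concentration, stimulated with 6 nM IGF for 20 min at 37 °C, and lysed. Phospho-Akt Ser473 was read by HTRF as 665/615 ratio ×10^4.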
# TGFb inhibitor: qHTS for Inhibitors of TGF-b | actives 1.2% (n = 410,000) | HepG2 CAGA-GFP TGF-b/SMAD3 reporter, GFP fluorescence, 18 h; TGF-beta stimulated, 500 pg/mL final | Potency, µM (doses to about 46.1 µM), inactives show at the top dose activity, negative = inhibition, most hits filed as inhibitors; also: potency is read from the fitted curve at half-maximal effect; % is scaled to controls: 0 for no effect and ±100 for the full control effect; nearly all actives have a fitted effect of over 65% in size
#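 HEPG2 CAGA-GFP, 1000 cells/well; 2 h settle, 37 C; cpd via pin tool; TGF-b 500 pg/mL final; 18 h, 37 C; GFP imaging ex488/em500-530; %Activity normalised to -TGF-b and +DMSO controls; CRC fit, curve class.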
# CCT modulator: High-Throughput Screening for Modulators of Cytosolic Chaperonin Activity | AID 651819, 2012 | purified chaperonin ATPase assay, HTRF ADP detection, 30 min | activity change, % (test concentration not listed), hits read low | actives 0.3% (n = 360,000); in the data active = activity change below about -30%; also: % is scaled to controls: 0 for no effect and ±100 for the full control effect
#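 TRiC at 40 or 20 nM final (batch-dependent) in 30 mM Tris pH 7.4, 100 mM KCl, 5 mM MgCl2, 1 mM DTT, with compound at single 76 uM and 10 uM ATP, 30 min at 37 deg C. ADP detected by HTRF Transcreener, 665/615 ratio.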
# Nrf2 activator: qHTS of Nrf2 Activators; AREc32 ARE-luciferase reporter (MCF7-derived line), luminescence, 24 h; actives 0.31% (n = 410,000); Potency, µM (doses to about 46.1 µM), for inactives: at the top dose activation, usual class: activators; also: potency is read from the fitted curve at half-maximal effect; % of control where 0% means no effect; nearly all actives have a fitted effect of over 65% in size
#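 Quantitative high-throughput format: AREc32 reporter cells, 1000 per well, received compound by pin transfer and were incubated 24 hr at 37 deg C, 5% CO2, before Steady-Glo luminescence detection.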
# Nrf2 block: Nrf2 qHTS screen for inhibitors; Potency, µM (series often up to 46 µM), for the others: at the top dose activity change, negative = inhibition, usual class: inhibitors; A549 ARE-Fluc reporter, luciferase luminescence, 18-24 h; actives 2.1% (n = 360,000); also: potency is read from the fitted curve at half-maximal effect; % is scaled to controls: 0 for no effect and ±100 for the full control effect; nearly all actives have a fitted effect of over 60% in size
#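 Nrf2 activity is the BugLite luminescence, read 15 min after reagent at room temperature, following CellTiter-Fluor cytotoxicity readout (30 min, 37C). Compound titrations were applied for 18-24 h to 5000 A549 ARE_Fluc cells/well in 5% FBS OPTI-MEM.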
# A549 tox: Nrf2 qHTS screen for inhibitors: counterscreen for cytotoxicity | A549 ARE-Fluc cells, CellTiter-Fluor viability, 18-24 h | Potency, µM (series often up to 46 µM), inactives show at the top dose activity change, negative = cytotoxicity, actives largely listed as inhibitors | AID 504648, 2011 | actives 0.16% (n = 390,000); also: potency is read from the fitted curve at half-maximal effect; % is scaled to controls: 0 for no effect and ±100 for the full control effect
#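 A549 ARE-Fluc cells in 5% FBS OPTI-MEM, 5000 cells/well, rested 2 h then exposed to compounds in concentration-response for 18-24 h at 37 °C. Viability by CellTiter-Fluor fluorescence (Ex 405/Em 525) after 30 min; luciferase luminescence (BugLite, 15 min, RT) read afterwards.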
# MmCpn inh: Inhibitors of TCP-1 ring complex (TRiC) of Methanococcus maripaludis (MmCpn): qHTS; purified Mm-Cpn ATPase, ADP Transcreener TR-FRET; Potency, µM (titrated, usually from 76.9 µM), for inactives: at the top dose activity, negative = inhibition, most hits filed as inhibitors; actives 0.031% (n = 330,000); also: potency is read from the fitted curve at half-maximal effect; % is scaled to controls: 0 for no effect and ±100 for the full control effect; nearly all actives have a fitted effect of over 80% in size
#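 ATPase turnover read by TR-FRET ADP competition (Eu cryptate antibody/ADP-d2, 665/590 nm): 10uM ATP final, 25nM Mm-CPN final, 30 min 37degC after 10-min compound preincubation, pH 7.4 Tris/KCl/MgCl2/DTT buffer.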
# Active calls of the source: *; i = inactive; ? = inconclusive; . = no result given; [ ] = remark or other dose. Unless noted, calls follow the shape of the dose curve; as a rule, active = well fitted curve in the direction sought with a large enough effect; inconclusive = small, poorly fitted or top-dose-only effect, or another doubt; inactive = no such curve, though single readings can be large; an effect the other way counts as inactive or inconclusive. This is a subset; count on the stated rates, not on these rows.
Structure	EPAC2 antagonist	EPAC2 ag	pAkt inh	TGFb inhibitor	CCT modulator	Nrf2 activator	Nrf2 block	A549 tox	MmCpn inh
Cn1cc(C(=O)NCc2ccccc2Cl)c(=O)c2cc(S(=O)(=O)N3CCCCCC3)ccc21	.	.	.	-22%	.	-0.2%	20%	-4%	.
ON(CCc1ccccn1)CCc1ccccn1	9%	6%	i	12%	-4.3	3.3%	?	-6%	.
O=C(Cn1c(=O)n(Cc2ccco2)c(=O)c2ccccc21)Nc1ccc(Cl)cc1Cl	.	.	.	-9%	.	-0.9%	-13%	-2%	.
Cc1ccsc1/C=N/NC(=O)c1ccc2c(c1)OCCO2	-3%	1%	i	0%	-2.6	-2.0%	?	-11%	1%
CC1(C)C(C=C(Cl)Cl)C1C(=O)N(Cc1ccccc1Cl)C1CCS(=O)(=O)C1 (stereo not given)	-6%	-3%	i	?	1.9	2.2%	-4%	1%	-1%
CCOc1cc2sc(N3CCC(C(=O)Nc4ccc(CC)cc4)CC3)nc2cc1Br	.	.	.	-9%	.	5.6%	?	-1%	.
O=C(Nc1ccc(S(=O)(=O)NC2CCCC2)cc1)c1cnccn1	-8%	11%	i	12%	-1.0	-0.2%	?	?	0%
O=C(O)c1cccc(N/N=C/c2ccc(OC(F)(F)F)cc2)c1	-19%	-1%	i	31%[activator]	-0.7	-1.8%	?	2%	-1%
COc1ccc(Cn2nnnc2C(c2cc3cccc(C)c3[nH]c2=O)N2CCOCC2)cc1 (stereo not given)	9%	1%	i	7%	0.1	0.1%	.	-2%	?
Cc1cccc(C(=O)Nc2cc(S(=O)(=O)N3CCOCC3)ccc2N2CCCCC2)c1	1%	12%	i	0%	-4.8	2.4%	-27%	-5%	-2%
COc1ccc(/C=C(\NC(=O)c2ccco2)C(=O)Nc2ccc(C(C)=O)cc2)cc1	-4%	16%	i	0%	-2.1	-0.4%	6%	7%	-1%
CSCC[C@H](NC(=O)CC(C)(C)C)c1nc2ccccc2[nH]1	-16%	9%	i	13%	-1.6	0.1%	11%	28%	0%
Cc1ccc(S(=O)(=O)CCC#N)cc1	0%	8%	i	-23%	1.5	-0.5%	9%	0%	3%
COc1ccc(C)cc1S(=O)(=O)N(C)CC(=O)NCc1ccco1	-6%	0%	i	4%	-6.0	2.4%	.	11%	-1%
NC(=O)c1ccccc1N/C=C/C(=O)c1ccc(Cl)cc1	-14%	8%	i	0%	-2.8	1.5%	?	-4%	0%
CN(C(=O)CSc1cccc[n+]1[O-])C1CCCCC1	5%	-1%	i	-7%	-0.7	2.0%	2%	-8%	0%
COc1cc(C(c2nnnn2C2CCCC2)N2CCN(C(=O)c3ccco3)CC2)cc(OC)c1OC (stereo not given)	3%	3%	i	14%	-0.4	-0.3%	-2%	-2%	0%
Cc1cccn(Cc2c(Cl)cccc2Cl)c1=O	-11%	5%	i	1%	-2.0	-1.1%	-5%	0%	.
CCN(CC)c1ccc2cc(C(N)=O)c(=N)oc2c1	143%[activator]	89µM*	i	26%	-4.0	5.2%	?	-6%	-7%
Oc1cc(OCc2ccccc2)ccc1-c1[nH]ncc1-c1ccccc1	-9%	-1%	i	?	-1.5	3.4%	8%	1%	-3%
CCOC(=O)C1=C(CSc2nc(CC)c(C)cc2C#N)OC(N)=C(C#N)C1c1ccc(OC)cc1 (stereo not given)	-1%	-6%	i	18%	-2.8	5.9%	30%	-7%	-12%
COc1cc(Nc2nc3ccc(Cl)cc3n3cnnc23)cc(OC)c1OC	2%	2%	i	39%[activator]	-5.0	-0.1%	-2%	7%	2%
COC(=O)NNC(=O)C(C)Oc1ccc(Cl)cc1Cl (stereo not given)	12%	6%	i	?	0.5	-0.7%	?	1%	3%
CCN(CC)S(=O)(=O)c1ccc2nc(CSc3nnnn3-c3ccc(O)cc3)[nH]c2c1	-1%	16%	i	-6%	-2.1	0.3%	?	-5%	0%
CCOC(=O)c1cc(-c2ccc(C)cc2)nn1Cc1ccccc1	.	.	.	-17%	.	4.7%	?	18%	.
Cc1ccc2c(c1)CCCN2C(=O)c1ccncc1	17%	4%	i	-6%	0.7	-0.3%	13%	-1%	0%
Fc1ccc(CN2CCN(c3ncccn3)CC2)cc1	7%	4%	i	-3%	-16	-0.7%	-5%	14%	1%
COc1ccc(NC(=O)CCn2c(=O)c3cccn3c3ccccc32)cc1	-2%	9%	i	-1%	-2.4	15%	-18%	-3%	3%
Cc1noc(C)c1C(=O)Nc1ccccc1-c1ccccc1	4%	12%	i	-9%	-0.8	0.3%	-2%	-4%	0%
Cc1ccccc1C(=O)Nc1ccc2nc(SCCOc3ccccc3)sc2c1	.	.	.	-13%	.	0.2%	?	-16%	.

# Quoted at random: 2 entries already listed.
Structure	EPAC2 antagonist	EPAC2 ag	pAkt inh	TGFb inhibitor	CCT modulator	Nrf2 activator	Nrf2 block	A549 tox	MmCpn inh
COc1cc(Nc2nc3ccc(Cl)cc3n3cnnc23)cc(OC)c1OC	2%	2%	i	39%[activator]	-5.0	-0.1%	-2%	7%	2%
COc1ccc(NC(=O)CCn2c(=O)c3cccn3c3ccccc32)cc1	-2%	9%	i	-1%	-2.4	15%	-18%	-3%	3%

# Quoted from the listing.
# Reading for CN(C(=O)CSc1cccc[n+]1[O-])C1CCCCC1 in Nrf2 activator: 2.0%
# Reading for Cc1ccsc1/C=N/NC(=O)c1ccc2c(c1)OCCO2 in EPAC2 ag: 1%

# More compounds.
Structure	EPAC2 antagonist	EPAC2 ag	pAkt inh	TGFb inhibitor	CCT modulator	Nrf2 activator	Nrf2 block	A549 tox	MmCpn inh
Cc1ccc(NC(=O)c2ccc(S(=O)(=O)N3CCOCC3)cc2)cc1	-23%	-1%	i	-16%	0.4	0.6%	10%	0%	0%
CC(C)CC(=O)Nc1cc2nn(-c3ccccc3)nc2cc1Cl	-1%[57.1 µM]	6%	i	?	-1.1	-0.8%	?	16%	-3%
O=C(CCN1CCN(C/C=C/c2ccccc2)CC1)Nc1ccccc1F	4%	-1%	i	-28%	-0.7	-0.5%	17%	0%	4%
Cc1ccc(S(=O)(=O)CCN2C=CC(C(F)(F)F)=NCC2)cc1	-6%	2%	i	-18%	-0.4	1.8%	-5%	-1%	1%
CC1CCCN(c2nc3c(c(=O)[nH]c(=O)n3C)n2CCCc2ccccc2)C1 (stereo not given)	-20%	2%	i	-10%	1.0	-0.9%	-9%	5%	1%
CCOC(=O)c1ccc(COC(=O)CNS(=O)(=O)c2ccccc2)cc1	-5%	5%	i	2%	0.9	2.2%	-8%	-5%	3%
COc1cccc(/C=N\NC(=O)c2ccc(Cn3cc(Br)c([N+](=O)[O-])n3)o2)c1O	-17%	1%	i	?	1.8	-0.2%	-7%	0%	-2%
CCn1c(SCc2cccc(OC)c2)nc2ccccc2c1=O	-13%	13%	i	-43%	-1.5	5.9%	-17%	7%	0%
COc1cc(NC(=O)Nc2nc(C(N)C(C)C)cs2)cc(OC)c1OC (stereo not given)	3%	8%	i	-9%	0.1	17%	.	.	.
O=C(Cn1nnc2ccccc21)OCC(=O)c1ccccc1	-3%	5%	i	2%	1.7	0.2%	0%	-8%	-9%
Cc1cc(SCCOc2ccc(Br)cc2)nc(N)n1	14%	3%	i	6%	-2.9	2.2%	?	-2%	-2%
O=C(O)COc1ccccc1C=NNC(=O)c1ccccc1NS(=O)(=O)c1cccs1	-15%	-1%	i	5%	-0.9	-0.9%	-3%	-6%	-2%
CC(NC(=O)c1ccc(Cl)cc1Cl)C(c1ccccc1)N1CCOCC1 (stereo not given)	-12%	8%	i	2%	-4.0	-0.5%	-5%	5%	2%
Nc1cc2c(cc1Cl)-c1ccc(Cl)cc1C2=O	-14%	4%	i	0%	0.5	3.7%	1%	-2%	.
Cc1ccc(-c2cc(C(=O)NCCCN3CCOCC3)c3ccc(Cl)c(C)c3n2)cc1	-10%	3%	i	-1%	-2.4	-0.6%	5%	12%	-6%
CCc1nc2ccc(C(=O)N3CCN(C(=O)c4ccco4)CC3)cn2c1N(C)Cc1cccs1	-5%	4%	i	1%	-0.8	0.8%	.	.	.
Cc1nc2ccccc2n1CC(O)c1ccccc1 (stereo not given)	2%	3%	i	4%	0.9	0.0%	3%	12%	0%
COc1ccc(C(CCNCc2ccc(OC(C)C)cc2)c2ccccc2OC)cc1 (stereo not given)	-3%	2%	i	14µM*	-1.8	-3.8%	?	?	-2%
CCN(CC)S(=O)(=O)c1cccc(C(=O)N2CC(O)CC2C(=O)OC)c1 (stereo not given)	9%	0%	i	1%	-0.5	0.4%	15%	-1%	-3%
O=C(CSc1nnc(-c2cccs2)n1-c1ccccc1)NCc1ccc2c(c1)OCO2	0%	0%	i	-5%	0.3	-0.8%	-6%	-8%	1%

# Screens deposited in PubChem BioAssay by National Center for Advancing Translational Sciences (NCATS).
